TR SRC2 fluor cs: alters Texas Red total fluorescence, flagging assay interference; Potency, µM (top dose mostly 106 µM), for the others: top-dose fluorescence change, negative = quenching; TRb/SRC2 Texas Red total fluorescence interference; AID 1479; hit rate 0.29% among 280,000; active = well fitted curve in either direction with a large enough effect; inconclusive = small, poorly fitted or top-dose-only effect; also: % is scaled to controls: 0 for no effect and ±100 for the full control effect
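Flags fluorescent or light-absorbing compounds by total fluorescence, S + 2P, at 555 nm excitation and 632 nm emission. Mixture: 20 nM Texas Red SRC2 peptide, 0.6 uM human TRb LBD, 1 uM T3, 5% DMSO; compound exposure 5 h at ambient temperature.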
HTT ATP protect: protects HTT-Q103 PC12 cells, measured by ATP; PC12 HTT-Q103 induced, cytoprotection, ATP luminescence, 40 h; Potency, µM (highest dose often 56.4 µM), for the others: cytoprotection (ATP increase), usual class: activators; hit rate 0.14% among 230,000; AID 1471;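 also: % of control where 0% means no effect; nearly all actives have a fitted effect of over 45% in size; toxic huntingtin expression switched on by the ecdysone agonist tebufenozide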
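Compounds were screened for protection of PC12 cells against cell death after tebufenozide induction (100 nM final) of mutant Huntingtin exon 1 (Q103) fused to GFP.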
TRb-SRC2 inh: TRbeta-SRC2 interaction inhibition; TRbeta-SRC2 peptide binding, fluorescence polarization; receptor liganded with 1 µM T3; hit rate 0.065% among 280,000; Potency, µM (doses to about 106 µM), inactives show at the top dose activity change, negative = inhibition, usual class: inhibitors; P10828;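 also: plate controls were bound peptide for no effect and peptide without receptor for full effect; nearly all actives have a fitted effect of over 50% in size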
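TRb LBD 0.6 uM + Texas Red SRC2 peptide 20 nM, 1 uM T3, Tris buffer w/ 5% DMSO; compound pinned, 5 h RT; FP read ex 555/em 632; normalized to unbound and bound controls.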
RECQ1 helicase: RECQ1 (human) helicase inhibition; P46063; RECQ1 DNA unwinding, red fluorescence kinetic read; Potency, µM (top dose mostly 57.3 µM), for inactives: top-dose activity, negative = inhibition, most hits filed as inhibitors; hit rate 0.54% among 240,000;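 also: plate controls were vehicle for no effect and no enzyme for full effect; nearly all actives have a fitted effect of over 30% in size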
Target sequence (P46063 whole entry, looked up): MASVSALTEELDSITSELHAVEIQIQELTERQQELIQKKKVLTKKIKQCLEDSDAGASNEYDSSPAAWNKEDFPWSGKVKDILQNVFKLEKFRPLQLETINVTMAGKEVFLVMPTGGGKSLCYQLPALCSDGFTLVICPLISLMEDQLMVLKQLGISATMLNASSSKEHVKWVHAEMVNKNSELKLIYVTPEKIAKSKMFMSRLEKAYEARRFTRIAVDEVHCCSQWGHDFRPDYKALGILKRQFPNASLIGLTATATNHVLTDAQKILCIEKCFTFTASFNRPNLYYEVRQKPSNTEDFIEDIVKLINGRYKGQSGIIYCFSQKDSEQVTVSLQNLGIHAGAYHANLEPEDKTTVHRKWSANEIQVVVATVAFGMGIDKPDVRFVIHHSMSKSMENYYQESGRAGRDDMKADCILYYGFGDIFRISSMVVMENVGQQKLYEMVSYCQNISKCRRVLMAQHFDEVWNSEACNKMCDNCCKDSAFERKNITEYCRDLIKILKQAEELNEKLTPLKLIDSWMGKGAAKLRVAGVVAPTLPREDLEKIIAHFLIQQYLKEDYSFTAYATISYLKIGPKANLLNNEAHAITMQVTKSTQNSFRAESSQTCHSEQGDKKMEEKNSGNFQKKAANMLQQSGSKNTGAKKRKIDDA
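50 nM RECQ1T1 preincubated 15 min with compound in Tris pH 8.0 buffer with MgCl2, DTT, Tween-20 and 2.5 ug/ml poly(dI-dC); started with 200 nM TAMRA/BHQ-2 forked duplex and 2 mM ATP. Unwinding read as fluorescence (525/598 nm), two reads 2 h apart.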
Tau ThT inhib: inhibitors of human tau fibril formation, thioflavin T binding. Potency, µM (doses to about 57.4 µM), for the others: top-dose activity, negative = inhibition, actives largely listed as inhibitors. AID 1460. recombinant tau K18 P301L, heparin-induced fibrillization, ThT fluorescence. hit rate 2.1% among 270,000; also: % is scaled to controls: 0 for no effect and ±100 for the full control effect; nearly all actives have a fitted effect of over 55% in size
Target sequence (P10636 561-689 P618L limits assumed): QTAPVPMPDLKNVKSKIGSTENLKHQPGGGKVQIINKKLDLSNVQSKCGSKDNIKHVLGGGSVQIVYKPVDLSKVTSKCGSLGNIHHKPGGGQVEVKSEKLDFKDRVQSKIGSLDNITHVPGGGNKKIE
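Aggregation was driven by heparin (20 uM final) acting on recombinant tau […] bearing P301L in 100 mM sodium acetate pH 7; fibrils were detected with Thioflavin T.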
L3MBTL1 block: L3MBTL1 (human) inhibition | Q9Y468 | AID 485360 | Potency, µM (titrated, usually from 57.1 µM), without a hit: at the top dose activity, negative = inhibition, most hits filed as inhibitors | hit rate 0.66% among 230,000 | AlphaScreen L3MBTL1–H3K9me1 peptide binding; also: % is scaled to controls: 0 for no effect and ±100 for the full control effect; nearly all actives have a fitted effect of over 60% in size
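First, the protein-peptide complex forms for 30 min at room temperature (L3MBTL1 50 nM, biotinylated H3K9me1 peptide 75 nM). Next, compounds are pin-transferred and incubated 30 min. Finally, AlphaScreen beads are added and read after 30 min.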
Tau FP inhib: blocks human tau fibril formation measured by polarization | P10636 | K18 P301L tau heparin fibrillization, Alexa594 FP, 6 h | Potency, µM (doses to about 57.7 µM), for inactives: at the highest dose activity, negative = inhibition, usual class: inhibitors | hit rate 0.39% among 280,000 | AID 1468; also: % is scaled to controls: 0 for no effect and ±100 for the full control effect; nearly all actives have a fitted effect of over 55% in size
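FP of Alexa 594-tau after heparin (20 uM) induction. Substrate: human K18 P301L, 15 uM unlabeled, 0.24 uM labeled. Buffer 100 mM sodium acetate pH 7. 6 hr, 37 C.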
Tau fluor cs: counter-screen for tau fibril formation inhibitors. tau K18 P301L Alexa594 fluorescence, heparin fibrillization. AID 1463. Potency, µM (series often up to 57.7 µM), for inactives: top-dose activity change, negative = decrease. hit rate 0.93% among 280,000; also: % is scaled to controls: 0 for no effect and ±100 for the full control effect; nearly all actives have a fitted effect of over 55% in size
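Human tau K18 P301L (15 uM unlabeled, 0.24 uM Alexa 594-labeled) in 100 mM sodium acetate pH 7 with 20 uM heparin, 6 hr at 37 C. ThT 30 uM added, 1 hr ambient; Alexa 594 FP and total fluorescence read at 555/632 nm.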
* marks the source's active call; other numbers are inactive results; i = inactive; ? = inconclusive; . = no result given; [ ] = remark or other dose. Unless noted, calls follow the shape of the dose curve; as a rule, active = well fitted curve in the direction sought with a large enough effect; inconclusive = small, poorly fitted or top-dose-only effect, or another doubt; inactive = no such curve, though single readings can be large; an effect the other way counts as inactive or inconclusive. Potency is read from the fitted curve at half-maximal effect. Not all compounds are listed; the hit share may differ from the screen's.

mol | TR SRC2 fluor cs | HTT ATP protect | TRb-SRC2 inh | RECQ1 helicase | Tau ThT inhib | L3MBTL1 block | Tau FP inhib | Tau fluor cs
C#CCOCCOCCOCCNc1nc(N2CCN(C(=O)[C@H](CCC(=O)O)n3cc(C(N)Cc4ccc(O)cc4)nn3)CC2)nc(N2CCN(C(=O)[C@H](Cc3ccc(O)cc3)n3cc(C(N)CC(C)C)nn3)CC2)n1 (some centres undefined) | -1.7% | -17.5%[10 µM] | 5.4% | -22.8% | -11.3% | . | 6.1% | 0.8%
Cc1ccc(CCNC(=O)c2c[nH]c3ccc(S(=O)(=O)Nc4ccc(C)cc4C)cc3c2=O)cc1 | -60.8% | . | -18.7% | . | 5.8% | ? | 4.47µM* | ?
O=C(Nc1ccc(Oc2cccnc2)cc1)c1ccccc1Cl | -8.5% | . | -0.5% | -1.0% | -11.0% | -4.9% | -2.4% | -15.9%
S=c1[nH]nc(Nc2ccc(Cl)cc2)s1 | -3.4% | 2.0%[10 µM] | 0.1% | i | -13.5% | 7.0% | 1.2% | -11.7%
CCS(=O)(=O)N1CCc2cc(C(=O)Nc3ccc(C(=O)OC)cc3)ccc21 | -0.5% | . | -0.8% | . | -6.3% | . | -0.5% | -1.0%
CCOC(=O)c1cnc(SCC(=O)c2ccc(C)cc2)nc1N | 0.4% | -1.3%[1.9 µM] | 8.0% | -10.4% | -18.2% | -7.2% | -16.4% | -12.7%
COc1ccc(N(CC(=O)NCc2ccc(Cl)cc2)S(=O)(=O)c2ccccc2[N+](=O)[O-])c(OC)c1 | -3.0% | -10.0%[10 µM] | -0.2% | -2.6% | -10.7% | -22.3% | 1.3% | ?
O=C(NC1CC(=O)N(c2ccc(F)cc2)C1)C1CCCCC1 (centres undefined) | -0.8% | . | -1.4% | . | -4.7% | . | ? | -7.8%
CCCCOc1cccc(-c2cc(C(=O)NNC(=S)NCC)c3ccccc3n2)c1 | -0.4% | -24.8% | 3.5% | -12.6% | ? | . | 6.3% | ?
O=C(Nc1c2c(nn1-c1ccc(F)cc1)CS(=O)C2)C12CC3CC(CC(C3)C1)C2 (centres undefined) | -4.0% | -17.2% | -4.8% | i | -4.5% | 0.8% | -4.7% | -1.7%
Cc1ccc(-n2c(SCC(=O)N/N=C/c3ccccc3OCC(=O)O)nc3ccccc3c2=O)cc1 | -0.1% | 15.7%[10 µM] | -6.5% | -5.9% | 0.1% | . | 1.4% | 7.8%
COc1ccccc1N1CCN(C(c2cccs2)C(C)NC(=O)c2cccnc2)CC1 (centres undefined) | 0.0% | 5.62µM* | -10.1% | -1.3% | -0.7% | . | 6.9% | -0.9%
CC(C)c1ccc(NC(=O)c2cnn(-c3ccccc3)c2NC(=O)c2ccco2)cc1 | 2.2% | -3.1% | 13.2% | -1.2% | -6.5% | -7.5% | ? | 1.6%
O=C(Cn1c(=O)oc2ccccc21)NCc1cccc(Cl)c1 | 3.4% | . | 6.3% | . | -2.2% | . | 1.6% | -2.9%
CS(=O)(=O)N1N=C(c2ccccc2)CC1c1cccs1 (centres undefined) | -4.1% | -10.2% | -7.7% | -1.9% | 0.4% | 0.6% | -0.7% | 3.3%
Cc1sc(=NC(=O)c2ccco2)n(C)c1-c1ccc(Cl)cc1 | -3.8% | -44.2%[inhibitor] | -2.1% | i | ? | -7.8% | -4.8% | -8.7%
COc1ccc(CCNC(=O)Cc2ccc([N+](=O)[O-])cc2)cc1OC | -1.4% | -1.9%[10 µM] | 2.9% | 11.4% | -13.6% | 10.3% | -2.8% | -15.7%
CCOc1cccc(C(=O)Nc2ccc(NC(=O)c3ccc(Br)cc3)cc2)c1 | 6.9% | . | -7.7% | . | -11.3% | . | -12.3% | 4.5%
CN(C)c1ccc(/C=C/C(=O)c2ccc(C(C)(C)C)cc2)cc1[N+](=O)[O-] | -0.3% | 17.2%[10 µM] | 2.1% | 2.8% | -1.7% | ? | -4.7% | -6.2%
COc1ccccc1CNC(=O)c1cc2cccc3c2n1CCS3 | -1.4% | . | -4.2% | . | -14.2% | . | 3.5% | -28.5%
COc1ccc(/C=C/c2nc(C#N)c(N3CCN(c4ccccc4)CC3)o2)cc1OC | 0.4% | . | -8.8% | . | 2.2% | . | -7.5% | -4.7%
Cc1cccc(N(C)C(=O)CN(C)S(=O)(=O)c2ccc3[nH]c4c(c3c2)CCCC4)c1 | -8.4% | . | -1.6% | . | -12.3% | . | 11.7% | ?
C/C(CC(=O)Nc1cccc2c1CCCC2)=N\NC(=O)c1cccc2ccccc12 | -1.7% | 12.8%[10 µM] | 6.3% | -5.6% | -20.0% | -3.1% | 1.3% | -9.3%
CSc1nnc([C@@H]2CCCN2C(=O)OC(C)(C)C)o1 | 0.3% | -13.1% | -9.0% | -0.4% | -0.9% | . | 4.6% | 0.5%

Overlap with the part before: two compounds, followed by the next part.
mol | TR SRC2 fluor cs | HTT ATP protect | TRb-SRC2 inh | RECQ1 helicase | Tau ThT inhib | L3MBTL1 block | Tau FP inhib | Tau fluor cs
C/C(CC(=O)Nc1cccc2c1CCCC2)=N\NC(=O)c1cccc2ccccc12 | -1.7% | 12.8%[10 µM] | 6.3% | -5.6% | -20.0% | -3.1% | 1.3% | -9.3%
CSc1nnc([C@@H]2CCCN2C(=O)OC(C)(C)C)o1 | 0.3% | -13.1% | -9.0% | -0.4% | -0.9% | . | 4.6% | 0.5%
CCc1cc2c(=O)c(-c3cnn(-c4ccccc4)c3)c(C)oc2c(CN2CCCCC2)c1O | -1.0% | -6.2% | 5.8% | -9.6% | -6.9% | -3.3% | -2.8% | -12.0%
Cc1c(Cl)cccc1Nc1nn2c(=O)c3ccc(C(=O)N(C)Cc4ccccc4)cc3nc2s1 | 1.5% | . | -7.6% | . | 10.6% | . | ? | 0.8%
CCCc1ccc(S(=O)(=O)N2CCC(c3nnc(-c4cccc(C)c4)o3)CC2)cc1 | -1.5% | . | -2.8% | . | ? | . | -0.7% | -14.8%
N#Cc1ccc(OCC(=O)Nc2cc(S(=O)(=O)N3CCCCC3)ccc2N2CCCCC2)cc1 | -14.1% | 0.9%[1.9 µM] | 0.1% | -3.1% | -3.1% | 1.9% | -7.7% | -3.9%
CCNC(=S)NNC(=O)c1cc(C2CC2)nc2ccccc12 | -2.3% | 16.8% | -18.0% | 3.0% | -8.4% | 3.0% | 6.3% | -4.7%
CCCC(C(=O)NC1CCCC1)N(C(=O)Cn1nnc(-c2ccc(C)o2)n1)C1CCCC1 (centres undefined) | -0.3% | 5.9% | -18.6% | -6.3% | -15.1% | -12.4% | -11.3% | -1.6%
CCc1nn2c(=O)c(S(=O)(=O)Nc3cccc(F)c3)c(C)nc2s1 | -1.1% | . | -3.4% | . | -2.3% | . | 3.7% | -7.5%
COc1ccc(N2CCN(CC(=O)NCc3ccccc3)CC2)cc1 | -1.7% | -4.6%[10 µM] | 9.2% | 5.8% | 4.6% | -28.9% | 4.8% | 4.0%
CC(C)Oc1ccc(CNC(=O)c2cnc3sc(N4CCCCC4)nn3c2=O)cc1 | 0.2% | . | -0.2% | . | 4.5% | . | -4.3% | -3.8%
CCOc1ccc(-c2nc(CSCC(=O)NC3CCCc4ccccc43)c(C)o2)cc1 (centres undefined) | -2.8% | -50.9%[inhibitor][10 µM] | -3.8% | -8.8% | ? | . | 6.3% | -15.1%
N#Cc1ccc(CSc2nnc(-c3ccncc3)n2CCc2ccccc2)cc1 | -0.6% | -11.7% | -8.2% | -2.5% | -7.1% | -4.8% | 6.2% | 0.4%
O=C(CC1N=C2c3ccccc3N=C(SCc3ccc(Cl)cc3)N2C1=O)NCc1cccs1 (centres undefined) | -4.4% | . | 5.0% | . | -12.6% | . | 1.6% | -17.2%
COc1ccc2[nH]cc(C(=O)CN(C)CCc3ccc(OC)c(OC)c3)c2c1 | -3.6% | -0.9%[10 µM] | -12.3% | 8.6% | ? | -10.0% | 4.1% | -5.4%
O=C(O)c1cccc(NC(=O)c2cccc(S(=O)(=O)N3CCCCC3)c2)c1 | -1.1% | 19.4% | -17.0% | -8.9% | -15.9% | 5.5% | 10.1% | -6.0%
O=C(Nc1ccc2ccccc2c1)/C(=C\c1ccc2c(c1)OCO2)NC(=O)c1ccco1 | -1.1% | 0.3%[10 µM] | -4.1% | 1.8% | 1.7% | -4.3% | 4.5% | -5.9%
O=C(NCCC1=CCCCC1)c1ccc2c(c1)N(Cc1ccc(Cl)cc1)C(=O)c1ccccc1S2=O (centres undefined) | -11.4% | . | 3.6% | . | ? | . | -12.7% | -16.1%
NCC(O)CC(=O)O (centres undefined) | -0.3% | 12.0% | 1.1% | -5.1% | 0.5% | . | -9.5% | -3.9%
O=C(NC1CC(=O)N(c2ccccc2)C1)C(c1ccccc1)c1ccccc1 (centres undefined) | 0.7% | . | 2.4% | . | 6.5% | . | -9.2% | -9.3%
CCN1CCN(c2cc3c(cc2F)c(=O)c(S(=O)(=O)c2ccccc2)cn3C)CC1 | -4.1% | . | -5.0% | . | -2.3% | . | -2.0% | -4.6%
C=CCn1c(SCC(=O)NC2CCCCC2)nnc1-c1sc(N)nc1C | -0.2% | 17.4%[10 µM] | -20.5% | 2.0% | -3.5% | -0.6% | 5.3% | 5.1%
COc1ccc(C2NC(C(=O)O)Cc3c2[nH]c2ccccc32)cc1CN1CCN(c2ccc(F)cc2)CC1 (centres undefined) | -0.2% | -16.7%[10 µM] | 0.6% | -5.8% | ? | . | 4.7% | -14.1%
C=CCN(c1ccccc1Cl)S(=O)(=O)c1cccc(C(=O)NCCc2ccc(OC)cc2)c1 | 1.6% | ? | 2.7% | 0.3% | -7.3% | -8.1% | -13.8% | -26.3%
